SR-BI HDL uptake – inhibitors of mouse SR-BI mediated HDL lipid uptake | Q61009 | actives 0.96% (n = 320,000) | AID 488896 | inhibition, % at 12.5 µM | ldlA[mSR-BI] CHO cells, DiI-HDL uptake fluorescence, 3 h;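 active = mean replicate inhibition of at least 70% and a set share of replicates each scoring 70 or more; inconclusive = meets just one of the two criteria; inactive = fails both criteria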;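 also: 0% = median of neutral control wells and 100% = median of positive control wells; values of inactives mirror those of a sister screen read the other way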
Target sequence (Q61009 whole entry, looked up): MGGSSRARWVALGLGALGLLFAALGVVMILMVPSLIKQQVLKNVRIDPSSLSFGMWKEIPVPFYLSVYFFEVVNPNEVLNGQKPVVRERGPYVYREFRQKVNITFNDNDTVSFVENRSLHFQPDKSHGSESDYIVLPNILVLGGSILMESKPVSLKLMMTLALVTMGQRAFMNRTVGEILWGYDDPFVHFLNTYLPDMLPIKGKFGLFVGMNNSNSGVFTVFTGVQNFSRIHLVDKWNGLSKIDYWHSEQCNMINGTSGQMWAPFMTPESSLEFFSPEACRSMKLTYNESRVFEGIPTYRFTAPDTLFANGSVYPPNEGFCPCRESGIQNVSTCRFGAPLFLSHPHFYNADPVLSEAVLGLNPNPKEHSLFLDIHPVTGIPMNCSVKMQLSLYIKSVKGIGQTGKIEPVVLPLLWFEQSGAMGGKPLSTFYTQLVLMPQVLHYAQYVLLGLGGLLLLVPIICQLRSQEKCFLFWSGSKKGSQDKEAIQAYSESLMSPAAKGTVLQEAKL
NSD2 HMT inh – blocks human histone methyltransferase NSD2. O96028. inhibition, % at 12.5 µM. NSD2 peptide methylation, AlphaScreen, 120 min. actives 0.54% (n = 310,000); in the data active = inhibition above about 50%
DSG3 Ab inh – inhibitors of pemphigus antibody binding to human desmoglein-3. binding (percent of control), % at 10 µM. actives 0.48% (n = 310,000). DSG3-coupled beads, scFv-anti-DSG3-GFP binding, flow cytometry; stronger effect = lower value. P32926;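 active = binding more than 3 SD below its plate's average and above zero; inconclusive = below that plate limit but binding exactly zero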;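 also: hits lower antibody fragment binding to DSG3; some compounds called inactive have numbers as strong as hits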
dFosB activator – enhances mouse delta FosB homodimer DNA binding | purified delta FosB, TAMRA-CDK5 oligo fluorescence polarization; percent of positive-control signal above neutral wells | activation, % at 25 µM | actives 0.99% (n = 340,000);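 active = mean activation above about 17%, with every replicate also reaching it, limit read from the data, passing the limit was not always enough; inconclusive = only one of the two conditions met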;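 also: fluorescence polarization rise as delta FosB binds a TAMRA Cdk5 AP-1 oligo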
Target sequence (P13346 whole entry, looked up): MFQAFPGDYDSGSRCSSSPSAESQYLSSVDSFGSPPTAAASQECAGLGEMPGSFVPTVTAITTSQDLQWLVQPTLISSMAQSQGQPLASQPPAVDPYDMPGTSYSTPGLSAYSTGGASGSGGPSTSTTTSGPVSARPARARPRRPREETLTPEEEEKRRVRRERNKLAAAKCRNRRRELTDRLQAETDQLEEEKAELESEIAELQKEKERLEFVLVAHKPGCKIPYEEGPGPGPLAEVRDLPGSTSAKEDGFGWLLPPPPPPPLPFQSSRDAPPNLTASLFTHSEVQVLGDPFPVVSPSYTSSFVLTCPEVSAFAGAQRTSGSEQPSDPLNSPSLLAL
SUMO Mot1 rescue – SUMOylation pathway inhibition by Mot1-301 growth rescue; AID 2716; growth rescue, % at 18.8 µM; S. cerevisiae Mot1-301 growth rescue, ATP luminescence, 38.5C; percent above DMSO median, 100 means doubled; actives 1% (n = 320,000);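 active = every valid replicate shows activation above 250% relative to neutral control wells; inactive = the rest, any valid replicate at or below 250%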;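 also: OY570 slx delta 5 strain wells were the positive control but not used for scaling; some compounds called inactive have numbers as strong as hits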
MITF TRPM1 HTS – activators of MITF-driven TRPM1 promoter activity in SK-MEL-5 cells; actives 0.75% (n = 300,000); SK-MEL-5 TRPM1-promoter luciferase, 24 h; % of positive control, neutral wells = 0; activation, % at 12.5 µM;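 active = mean activation of at least 80% with every replicate also reaching 80%; inconclusive = mean reaches 80% but some replicate falls short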;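 also: 0% = neutral control wells and 100% = parthenolide positive control wells; values of inactives mirror those of a sister screen read the other way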
PKA-R1A act – PKA-R1A complex activation. P00514+P68181. PKA-R1A dissociation, Cy5-IP20 fluorescence polarization; scaled: DMSO 0%, 113 µM cGMP 100%. activation, % at 11.4 µM. actives 0.083% (n = 340,000). AID 504707;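 active = percent activation above the mean of all tested compounds plus 3 SD, cut at about 19% in these data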;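 also: higher means more PKAc released from R1A so a rise in polarization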
PKA-R2B activ – activates the human PKA-R2B holoenzyme complex. PKA-R2B holoenzyme dissociation, Cy5-IP20 fluorescence polarization; R2B truncated from residue 108, S112A mutant; 0% DMSO only, 100% 113 µM cGMP. activation, % at 11.4 µM. actives 0.079% (n = 340,000). AID 504700;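 active = activation above a cutoff set at the mean over all compounds plus 3 SD, cut at about 18% in these data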;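 also: higher means more holoenzyme dissociation and a rise in polarization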
SR-BI DiI-HDL act – SR-BI HDL lipid transfer activation; CHO ldlA[mSR-BI] cells, DiI-HDL uptake fluorescence, 3 h; 100 = double the neutral-control signal; activation, % at 12.5 µM; actives 0.096% (n = 320,000); AID 504775;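 active = mean replicate activation of at least 60% and every replicate at or above 60%; inconclusive = mean or all-replicate condition met, but not both; inactive = mean below 60% and not all replicates reaching 60%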;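 also: 0% = median plate neutral-control signal and 100% = twice that signal; values of inactives mirror those of a sister screen read the other way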
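Test system: SR-BI-overexpressing, LDLR-lacking CHO cells; Medium: Ham's F12 with 0.5% BSA, HEPES 25 mM, pH 7.4; Schedule: 3 h, 37 °C; Technique: bottom-read fluorescence, 550/595 nm.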
CDK5 p35 inh – inhibitors of human CDK5/p35 kinase. inhibition, % at 10 µM. actives 0.01% (n = 330,000). Recombinant CDK5/p35, ADP-Glo luminescence, 60 min;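 active = highest replicate inhibition of at least 50% and at least 75% of replicates reaching 50%; inconclusive = only one of the two criteria met; inactive = both criteria failed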;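 also: plate controls were DMSO neutral control for no effect and GW8510 at 10 µM for full effect; many of its hits are not listed in these tables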
Arrestin-AP2 inh – blocks beta-arrestin peptide binding to AP2 adaptin. FITC-arrestin peptide / GST-AP2 beads, flow cytometry; AP2 beta2 appendage carries R879A mutation. inhibition, % at 10 µM. actives 0.31% (n = 340,000). AID 504490;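 active = inhibition above a set limit, near 3 SD of compounds lacking own fluorescence, cut at about 54% in these data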;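 also: plate controls were DMSO wells for no effect and 5 µM unlabelled arrestin peptide for full effect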
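System: GST-AP2 R879A glutathione beads | Also added: FITC-arrestin peptide, 50 nM | Times: 12 min plus 1 h, RT | Signal: Bead flow cytometry, FITC channel | Buffer or medium: PBS with 0.05% Tween 20 and 0.1% BSA | Read-out basis: Percent drop in bead-associated FITC signal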
The depositor's hits bear a star.

For CC1=C(C)CC(C(=O)Nc2cccc([N+](=O)[O-])c2)C(C(=O)O)C1 (configuration not stated) the results were SR-BI HDL uptake -26.7, NSD2 HMT inh -0.7, DSG3 Ab inh 105.1, dFosB activator -0.4, SUMO Mot1 rescue -1.2, MITF TRPM1 HTS -3.0, PKA-R1A act 13.0, PKA-R2B activ -2.6, SR-BI DiI-HDL act 26.7, CDK5 p35 inh -0.5 and Arrestin-AP2 inh 3.7.
Screening O=C(O)/C(=C\c1cccs1)c1ccc(F)cc1 returned NSD2 HMT inh -2.3, DSG3 Ab inh 101.7, dFosB activator -1.7, SUMO Mot1 rescue -6.9, MITF TRPM1 HTS 14.1, PKA-R1A act 0.2, PKA-R2B activ -3.1, CDK5 p35 inh -1.3 and Arrestin-AP2 inh -8.2.
For CC(=O)C1C(c2ccccc2)c2c(n[nH]c2C)CC1(C)O (configuration not stated) the results were SR-BI HDL uptake 0.7, NSD2 HMT inh -2.5, DSG3 Ab inh 98.5, dFosB activator -5.4, SUMO Mot1 rescue -1.0, MITF TRPM1 HTS 5.7, PKA-R1A act 4.2, PKA-R2B activ 2.0, SR-BI DiI-HDL act -0.7, CDK5 p35 inh 0.3 and Arrestin-AP2 inh -8.7.
`Cc1ccc(S(=O)(=O)N2CCN(c3ncccn3)CC2)cc1C` gave SR-BI HDL uptake -0.1, NSD2 HMT inh 2.3, DSG3 Ab inh 123.0, dFosB activator 0.9, SUMO Mot1 rescue 3.1, PKA-R1A act 9.7, PKA-R2B activ -7.2, SR-BI DiI-HDL act 0.1, CDK5 p35 inh -6.3 and Arrestin-AP2 inh 8.2.
For O=C1/C(=C/c2ccncc2)SC(=S)N1C1CCS(=O)(=O)C1 (configuration not stated) the results were SR-BI HDL uptake -16.6, NSD2 HMT inh -2.4, DSG3 Ab inh 104.5, dFosB activator -2.4, SUMO Mot1 rescue 12.1, MITF TRPM1 HTS -12.2, PKA-R1A act -3.0, PKA-R2B activ 4.6, SR-BI DiI-HDL act 16.6, CDK5 p35 inh 0.5 and Arrestin-AP2 inh 1.1.
`COc1cccc(Oc2ccc3nnc(C(F)(F)F)n3n2)c1` gave SR-BI HDL uptake -6.3, NSD2 HMT inh -2.4, DSG3 Ab inh 105.8, dFosB activator -1.6, SUMO Mot1 rescue -10.0, MITF TRPM1 HTS -3.2, PKA-R1A act 3.4, PKA-R2B activ -7.7, SR-BI DiI-HDL act 6.3, CDK5 p35 inh -0.1 and Arrestin-AP2 inh 10.7.
S=C1NCN(Cc2ccco2)CN1c1ccccc1 was read as SR-BI HDL uptake -25.2, NSD2 HMT inh -1.0, DSG3 Ab inh 107.9, dFosB activator -2.2, SUMO Mot1 rescue -17.7, MITF TRPM1 HTS 14.2, PKA-R1A act 9.2, PKA-R2B activ 5.4, SR-BI DiI-HDL act 25.2, CDK5 p35 inh -0.2 and Arrestin-AP2 inh 6.8.
For Cc1cccc(-n2cnc(C(=O)NC3CCCCCC3)c2)n1 the results were SR-BI HDL uptake 12.5, NSD2 HMT inh -1.5, DSG3 Ab inh 106.2, dFosB activator 0.2, SUMO Mot1 rescue -12.7, MITF TRPM1 HTS inconclusive, PKA-R1A act -3.9, PKA-R2B activ 5.1, SR-BI DiI-HDL act -12.5, CDK5 p35 inh -1.4 and Arrestin-AP2 inh -2.5.
CCCCN1C(=O)NC(NC(=O)c2ccco2)(C(F)(F)F)C1=O (configuration not stated) was read as SR-BI HDL uptake -1.5, NSD2 HMT inh 0.1, DSG3 Ab inh 97.6, dFosB activator 4.3, SUMO Mot1 rescue -4.9, MITF TRPM1 HTS -14.1, PKA-R1A act -12.9, PKA-R2B activ -6.7, SR-BI DiI-HDL act 1.5, CDK5 p35 inh -1.9 and Arrestin-AP2 inh -2.1.
For Cc1ccc(C)c(C(=O)CCC(=O)O)c1 the results were SR-BI HDL uptake -18.1, NSD2 HMT inh -0.6, DSG3 Ab inh 90.5, dFosB activator -2.5, SUMO Mot1 rescue -17.7, MITF TRPM1 HTS -4.3, PKA-R1A act -1.8, PKA-R2B activ 6.5, SR-BI DiI-HDL act 18.1, CDK5 p35 inh -0.4 and Arrestin-AP2 inh 5.6.
COc1ccc(C2CC(C(C)(C)C)=NN2c2ccc(S(N)(=O)=O)cc2)cc1 (configuration not stated) was read as SR-BI HDL uptake -18.2, DSG3 Ab inh 103.0, dFosB activator -18.8, MITF TRPM1 HTS 12.3, PKA-R1A act -15.7, PKA-R2B activ -10.2, SR-BI DiI-HDL act 18.2, CDK5 p35 inh -0.5 and Arrestin-AP2 inh 28.1.
`NNC(=O)c1oc2ccccc2c1-n1cccc1` gave SR-BI HDL uptake 14.1, dFosB activator -8.1, SUMO Mot1 rescue 35.9, MITF TRPM1 HTS -3.7, PKA-R1A act -0.3, PKA-R2B activ -2.6, SR-BI DiI-HDL act -14.0, CDK5 p35 inh -1.6 and Arrestin-AP2 inh -10.7.
`Cc1cc(C)n(NC(=S)NC2CCCCC2)c(=O)c1C#N` gave SR-BI HDL uptake 1.2, NSD2 HMT inh -1.2, DSG3 Ab inh 106.6, dFosB activator -10.1, SUMO Mot1 rescue 222.5, MITF TRPM1 HTS 4.8, PKA-R1A act -5.4, PKA-R2B activ -3.5, SR-BI DiI-HDL act -1.2, CDK5 p35 inh -2.3 and Arrestin-AP2 inh 2.4.
`O=C(O)CCC(=O)N1CCC[C@H]1C(=O)O` gave SR-BI HDL uptake -16.8, DSG3 Ab inh 119.2, dFosB activator 4.1, SUMO Mot1 rescue 3.7, MITF TRPM1 HTS -3.4, PKA-R1A act 0.7, PKA-R2B activ 9.8, SR-BI DiI-HDL act 16.8, CDK5 p35 inh 0.6 and Arrestin-AP2 inh 4.5.
Cc1nn(C)cc1/C=N/NC(=S)Nc1ccccc1 was read as SR-BI HDL uptake -9.0, NSD2 HMT inh 2.3, DSG3 Ab inh 100.8, dFosB activator 2.4, SUMO Mot1 rescue 244.7, PKA-R1A act -4.3, PKA-R2B activ -2.2, SR-BI DiI-HDL act 9.0, CDK5 p35 inh 1.0 and Arrestin-AP2 inh -4.6.
O=C(O)c1ccc(-c2ccc(/C=C3\NC(=O)N(Cc4ccc(Cl)cc4)C3=O)o2)cc1 was read as NSD2 HMT inh 5.7, DSG3 Ab inh 94.1, dFosB activator -17.9, MITF TRPM1 HTS 4.0, PKA-R1A act -6.4, PKA-R2B activ -7.1, CDK5 p35 inh -1.7 and Arrestin-AP2 inh -3.4.
COCCN(C(=O)Nc1ccc(OC)cc1OC)C1CCN(C(C)=O)CC1 was read as SR-BI HDL uptake 79.6*, NSD2 HMT inh -2.0, DSG3 Ab inh 107.7, dFosB activator -6.9, SUMO Mot1 rescue -6.0, MITF TRPM1 HTS -2.6, PKA-R1A act -8.3, PKA-R2B activ 0.9, CDK5 p35 inh 0.4 and Arrestin-AP2 inh 20.6.
`COc1cccc(-n2c(SCC(=O)OC(C)C)nnc2-c2cccnc2)c1` gave SR-BI HDL uptake -4.6, NSD2 HMT inh -0.2, DSG3 Ab inh 98.1, dFosB activator -0.3, SUMO Mot1 rescue -9.4, MITF TRPM1 HTS 0.0, PKA-R1A act -2.2, PKA-R2B activ -2.2, SR-BI DiI-HDL act 4.6, CDK5 p35 inh 0.1 and Arrestin-AP2 inh 0.4.
Screening COC1=CC(=O)OC(C)(c2ccccc2)C1 (configuration not stated) returned SR-BI HDL uptake 8.1, DSG3 Ab inh 104.9, dFosB activator 6.7, MITF TRPM1 HTS -1.9, PKA-R1A act 6.6, PKA-R2B activ -2.9, SR-BI DiI-HDL act -8.1, CDK5 p35 inh 2.1 and Arrestin-AP2 inh 2.9.
Screening COc1ccc(/C=C/C(=O)c2ccccc2)cc1Cn1nnc2ccccc21 returned SR-BI HDL uptake 6.8, NSD2 HMT inh 0.4, dFosB activator 2.9, SUMO Mot1 rescue -19.6, MITF TRPM1 HTS -5.9, PKA-R1A act 14.1, PKA-R2B activ 3.4, SR-BI DiI-HDL act -6.8, CDK5 p35 inh 2.9 and Arrestin-AP2 inh -22.6.
C/C(=N\NC(=O)CNC(=O)c1ccc2c(c1)OCCO2)c1ccco1 was read as SR-BI HDL uptake 4.7, NSD2 HMT inh 3.4, DSG3 Ab inh 108.6, dFosB activator -6.8, SUMO Mot1 rescue 1.3, PKA-R1A act -1.0, PKA-R2B activ -9.4, SR-BI DiI-HDL act -4.7, CDK5 p35 inh 1.4 and Arrestin-AP2 inh 5.9.
CCN(c1cccc(C(F)(F)F)c1)S(=O)(=O)c1ccc2c(c1)CCN2C(C)=O was read as SR-BI HDL uptake 9.3, NSD2 HMT inh -7.2, dFosB activator -14.4, SUMO Mot1 rescue -21.2, MITF TRPM1 HTS 1.8, PKA-R1A act 4.2, PKA-R2B activ 2.2, SR-BI DiI-HDL act -9.3, CDK5 p35 inh -0.9 and Arrestin-AP2 inh 1.5.
`CC(O)CCc1ccc(O)cc1` (configuration not stated) gave SR-BI HDL uptake -26.9, NSD2 HMT inh -2.0, DSG3 Ab inh 97.1, dFosB activator 3.3, SUMO Mot1 rescue -12.4, MITF TRPM1 HTS -0.2, PKA-R1A act 0.7, PKA-R2B activ -6.0, SR-BI DiI-HDL act 26.9, CDK5 p35 inh -1.3 and Arrestin-AP2 inh 13.1.
CCc1ccc(-c2nc(CN3CCC(C(=O)NCCc4ccc(OC)c(OC)c4)CC3)c(C)o2)cc1 was read as SR-BI HDL uptake 10.9, NSD2 HMT inh -2.6, DSG3 Ab inh 106.0, dFosB activator -11.6, SUMO Mot1 rescue -4.7, PKA-R1A act -8.0, PKA-R2B activ 12.1, SR-BI DiI-HDL act -10.9, CDK5 p35 inh 0.8 and Arrestin-AP2 inh -8.9.
CCCN1CCC(NC(=O)Nc2ccc(OC)c(OC)c2)CC1 was read as SR-BI HDL uptake -7.4, DSG3 Ab inh 106.7, dFosB activator -2.2, SUMO Mot1 rescue 1.3, MITF TRPM1 HTS 4.6, PKA-R1A act -9.0, PKA-R2B activ 7.0, SR-BI DiI-HDL act 7.4, CDK5 p35 inh 1.2 and Arrestin-AP2 inh -2.5.
